Pemphigus Ab inh: inhibitors of pemphigus antibody binding to DSG3, primary screen, biochemical, bead-based, flow cytometry, scFv-GFP; Desmoglein-3 (Homo sapiens), P32926; DSG3-coupled beads, scFv-anti-DSG3-GFP binding; hits give low values; binding (percent of control), % at 10 µM; 310,000 compounds, 0.48% hits; AID 588358, 2011;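 active means binding more than 3 SD below its plate's average and above zero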;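 further: hits lower antibody fragment binding to DSG3; some compounds called inactive have numbers as strong as hits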
Target sequence (P32926 whole entry, looked up, the tested form may be a part): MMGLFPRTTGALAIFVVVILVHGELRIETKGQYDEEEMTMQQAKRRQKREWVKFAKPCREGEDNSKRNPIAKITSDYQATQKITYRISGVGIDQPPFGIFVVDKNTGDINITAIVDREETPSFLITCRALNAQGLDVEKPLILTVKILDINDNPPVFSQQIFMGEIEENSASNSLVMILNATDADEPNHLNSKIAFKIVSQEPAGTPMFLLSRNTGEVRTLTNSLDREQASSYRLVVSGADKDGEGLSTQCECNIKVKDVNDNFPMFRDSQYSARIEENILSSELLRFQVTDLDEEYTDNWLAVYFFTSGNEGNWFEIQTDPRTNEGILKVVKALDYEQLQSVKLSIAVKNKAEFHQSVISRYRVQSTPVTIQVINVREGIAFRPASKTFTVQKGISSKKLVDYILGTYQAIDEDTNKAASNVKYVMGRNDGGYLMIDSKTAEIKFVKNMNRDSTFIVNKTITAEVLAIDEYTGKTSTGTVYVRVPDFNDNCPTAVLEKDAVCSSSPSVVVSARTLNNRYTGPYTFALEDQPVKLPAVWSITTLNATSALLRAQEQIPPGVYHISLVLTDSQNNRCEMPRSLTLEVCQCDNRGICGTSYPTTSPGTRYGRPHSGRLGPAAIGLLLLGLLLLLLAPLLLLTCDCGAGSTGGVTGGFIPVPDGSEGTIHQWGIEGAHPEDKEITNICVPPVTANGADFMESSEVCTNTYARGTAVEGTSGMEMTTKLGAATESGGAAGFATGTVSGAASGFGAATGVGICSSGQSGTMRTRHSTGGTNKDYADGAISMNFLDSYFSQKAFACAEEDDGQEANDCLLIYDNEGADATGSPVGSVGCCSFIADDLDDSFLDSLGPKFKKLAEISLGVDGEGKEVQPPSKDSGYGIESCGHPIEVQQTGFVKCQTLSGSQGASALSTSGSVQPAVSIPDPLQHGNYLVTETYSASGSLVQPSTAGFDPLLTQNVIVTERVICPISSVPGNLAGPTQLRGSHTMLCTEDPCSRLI
Arrestin-AP2 inh: inhibitors of beta-arrestin/AP2 binding, primary screen, biochemical, GPCR trafficking, flow cytometry; FITC-arrestin peptide / GST-AP2 beads; AP2 beta2 appendage carries R879A mutation; inhibition, % at 10 µM; 340,000 compounds, 0.31% hits; AID 504490, 2011;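 active means inhibition above a set limit, near 3 SD of compounds lacking own fluorescence, cut at about 54% in these data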;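 further: plate controls were DMSO wells for no effect and 5 µM unlabelled arrestin peptide for full effect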
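Material – GST-tagged AP2 beta2-adaptin appendage (R879A) on 4 µm glutathione beads · Probe or stimulus – fluorescein-tagged arrestin peptide at 50 nM final · Timing – 12 min plus 1 h, RT · Detection – bead flow cytometry, FITC channel · Read-out basis – inhibition as reduced fluorescein signal on beads, percent · Medium – PBS plus Tween 20 (0.05%) and BSA (0.1%)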
NSD2 HMT inh: NSD2 histone methyltransferase inhibitors, primary screen, biochemical, AlphaScreen, single concentration, set 2 | Histone-lysine N-methyltransferase NSD2 (Homo sapiens), O96028 | NSD2 peptide methylation, 120 min | inhibition, % at 12.5 µM | 310,000 compounds, 0.54% hits | AID 743445, 2014; in the data active means inhibition above about 50%
SUMO Mot1 rescue: yeast Mot1-301 growth rescue at high temperature, primary screen, SUMOylation pathway inhibitor project, S. cerevisiae, ATP luminescence, 38.5C | S. cerevisiae Mot1-301 growth rescue; percent above DMSO median, 100 means doubled | growth rescue, % at 18.8 µM | 320,000 compounds, 1% hits;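 active means every valid replicate shows activation above 250% relative to neutral control wells; inactive means the rest, any valid replicate at or below 250%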;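 further: OY570 slx delta 5 strain wells were the positive control but not used for scaling; some compounds called inactive have numbers as strong as hits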
* hit, by the source's call.

SMILES	Pemphigus Ab inh	Arrestin-AP2 inh	NSD2 HMT inh	SUMO Mot1 rescue
Cc1cc(C)cc(NC(=O)Nc2cc(S(=O)(=O)N(C)C)ccc2C)c1	101	6	8	4
CC(=O)C1=C(C)OC2(O)c3ccccc3C(=O)C12O (centres undefined)	106	10	90*	11
Cc1ccc(SCC(=O)c2ccc(CC(=O)O)s2)cc1	100	-2	16	6
Cc1ccc(Oc2nc(-c3ccccn3)nc3ccccc23)cc1	99	0	3	6
COC(=O)/C=C1\N/C(=N\c2nc(C)cc(C)n2)N(c2ccccc2)C1=O	93	-14	-1	1
Cc1ccc(OCc2nnc(N)s2)cc1C	110	-5	-1	-13
C/C(CCC1CC(C)OC1=O)=N\NC(N)=O (centres undefined)	100	-9	-2	-16
Cc1ccc(C(=O)N/C(=C/c2ccc(C(C)C)cc2)C(=O)NCCCN2CCOCC2)cc1	109	9	0	10
O=C(Nc1ccc(Br)c(C(F)(F)F)c1)c1ccc(C(F)(F)F)cc1	116	12	-5	-2
Cc1ccc(NS(=O)(=O)c2ccc(NC(=O)c3ccccc3C(=O)O)cc2)cc1C	108	5	2	-14
Cc1nc2c(=O)n(-c3ccc(F)c(Cl)c3)nc(C)c2s1	102	-6	0	-2
COc1ccc(/C=C(\NC(=O)c2ccco2)C(=O)NCCc2nc3ccccc3[nH]2)cc1	112	-12	22	9
CCN(CC)CCSc1nnc2c3cc(C)ccc3n(Cc3ccccc3)c2n1	113	1	17	-2
S=c1[nH]nc(COc2ccccc2)n1/N=C/C=C/c1ccco1	81*	0	7	-4
CS(=O)(=O)c1[nH]nc(-c2ccccc2Cl)c1C#N	99	9	-1	5

Reprinted at random: 2 entries already listed.
SMILES	Pemphigus Ab inh	Arrestin-AP2 inh	NSD2 HMT inh	SUMO Mot1 rescue
Cc1nc2c(=O)n(-c3ccc(F)c(Cl)c3)nc(C)c2s1	102	-6	0	-2
COc1ccc(/C=C(\NC(=O)c2ccco2)C(=O)NCCc2nc3ccccc3[nH]2)cc1	112	-12	22	9

Further compounds:
SMILES	Pemphigus Ab inh	Arrestin-AP2 inh	NSD2 HMT inh	SUMO Mot1 rescue
C/C(Cc1ccccc1)=N\NC(=O)CNC(=O)/C=C\c1ccccc1	91	-1	0	14
CCOC(=O)c1ccc(N2CCOCC2)c(NC(=O)c2c(-c3ccccc3)noc2C)c1	94	29	-1	-9
CC(=O)N1N=C2c3ccccc3CCC2C1c1cccs1 (centres undefined)	114	38	-1	-16
S=C(c1ccc(-c2ccc(Cl)cc2Cl)o1)N1CCCC1	108	12	1	1
O=C(NCCNc1ccc([N+](=O)[O-])cc1)c1cc(F)c(F)cc1Cl	100	4	5	-5
CC(C)CNC(=O)c1cnn2c(C(F)(F)F)cc(C(F)(F)F)nc12	102	-4	54*	-4
CC(C)C1Cc2ccccc2-c2[nH]c(=S)[nH]c(=O)c21 (centres undefined)	104	-9	3	-3
C=CCn1c(SCC(=O)C23CC4CC(CC(C4)C2)C3)nc(O)cc1=O	107	-2	6	253
CC1=NNC(=O)C1CC(=O)N/N=C/c1ccc(C)o1 (centres undefined)	99	-8	-4	-14
COc1ccc(/C=N/OC(=O)c2ccc(Cl)cc2)c(Cl)c1OC	107	-8	-1	11
COC(=O)/C=C1/S/C(=N/N=C/c2ccco2)NC1=O	108	-10	2	-4
COc1cccc(/C=N/n2cnc3c(cnn3-c3ccccc3)c2=O)c1	102	-14	-8	-14
CCOC(=O)C1=NNC2(c3ccc(C)cc3)C(=O)N(c3ccccc3)C(=O)C12 (centres undefined)	109	4	-2	0
Cc1ccsc1C(=O)NCc1ccc(Cl)cc1	108	0	-4	-6
Cc1ccc(C#CC[N+]2(C)CCCCC2)cc1	106	7	-1	-5
C=CCNC(=O)CSc1ncc2c(n1)-c1c(csc1SC)CC2	108	7	32	10
O=c1[nH]c(-c2ccccc2)ncc1Oc1ccccc1	106	41	-1	-26
Cn1nccc1C(=O)Nc1cc(Cl)ccc1Cl	102	14	18	4
CN(C)c1ccc(CN(C(=O)/C=C/c2ccccc2Cl)C2CCS(=O)(=O)C2)cc1 (centres undefined)	104	-6	5	18
CC1CCc2c(sc(/N=C/c3cccnc3)c2C(N)=O)C1 (centres undefined)	115	12	0	5
O=S(=O)(Oc1ccc(Cl)cc1)c1cccc2cccnc12	113	-19	-2	-30
O=S(=O)(Nc1ccc(N2CCCCC2)cc1)c1ccccc1F	107	10	7	13
c1ccc(Oc2nc(-c3ccccn3)nc3ccccc23)cc1	108	9	0	-26
O=C(O)c1ccccc1C(=O)N1CCc2c([nH]c3ccccc23)C1C(F)(F)F (centres undefined)	102	-10	-1	-3
Cc1cccc(NC(=O)CCCCC(=O)Nc2cccc(C)c2)c1	100	1	-2	-4
CCN1CCN(c2cc(C(C)C)nc3c(-c4ccccc4)c(C)nn23)CC1	100	1	-9	17
CCN(CC)CCN1CNC(=S)N(c2ccccc2OC)C1	112	-4	18	-11
Cc1ccc(S(=O)(=O)Nc2c(O)ccc3ccccc23)cc1	106	7	6	0
[N-]=[N+]=CC(=O)C(O)(c1ccccc1)C(Cl)c1ccccc1 (centres undefined)	105	2	-1	301*
O=C(NCCCCNC(=O)c1ccccc1Br)c1ccccc1Br	110	39	-2	4
CCCC12CN(C(=O)c3ccc([N+](=O)[O-])cc3)CC(C)(CN(C(=O)c3ccc([N+](=O)[O-])cc3)C1)C2=O	104	-4	-2	-14
Nc1c(C(=O)N/N=C/c2cccnc2)oc2nc(-c3ccco3)cc(-c3ccco3)c12	103	49	8	-8
COc1nccc(NCc2ccccc2)c1C#N	104	17	-5	-13
CC(NC(=O)CCC(=O)Nc1ccccc1O)c1ccccc1 (centres undefined)	100	29	-1	23
COCCCNC(=S)N/N=C/c1cccc(OC)c1O	107	25	-5	-4
O=C(c1cccc(C(=O)N2CCC(O)(c3ccccc3)CC2)c1)N1CCC(O)(c2ccccc2)CC1	98	16	-1	2
CS(=O)(=O)NNC(=O)Cn1nnc(-c2cc(C(F)(F)F)cc(C(F)(F)F)c2)n1	95	-3	0	11
COC(=O)c1ccc(N=CC2=C(O)CC(c3ccccc3)CC2=O)cc1 (centres undefined)	110	4	-3	7
CCOC(=O)c1sc(=S)n(CC)c1NC(=O)c1ccccc1C	108	0	-1	-13
CC(C)(C)c1ccc(C(=O)NNC(=O)CCc2ccccc2)cc1	99	34	-2	-13
Cc1ccc(Cc2cc(C)n[nH]c2=O)cc1	103	6	-2	6
CC(CNC(=O)c1ccccc1Cl)NC(=O)c1ccccc1Cl (centres undefined)	109	-17	1	-7
O=C(C=C1NCCN1)c1ccccc1	108	25	0	-15
CC(=O)NCCCC(=O)NNC1CC(=O)N(c2cccc(Cl)c2)C1=O (centres undefined)	98	14	-2	-13
COC(=O)c1c(C)nn(-c2ccc(OC(F)(F)F)cc2)c1-c1snnc1C	97	18	-1	-17

Looked up above.
SUMO Mot1 rescue, Cc1ccc(Cc2cc(C)n[nH]c2=O)cc1 : 6
Arrestin-AP2 inh, CC(C)(C)c1ccc(C(=O)NNC(=O)CCc2ccccc2)cc1 : 34

Later entries.
SMILES	Pemphigus Ab inh	Arrestin-AP2 inh	NSD2 HMT inh	SUMO Mot1 rescue
O=C1c2cccc3c2N(CCC3)C(=O)C1(F)c1ccccc1 (centres undefined)	103	-6	1	-2
CCCN1C(=O)/C(=C/c2ccc(OCc3ccc(C(=O)O)cc3)c(OC)c2)NC1=S	98	21	32	-16
O=C(NC1(C(F)(F)F)N=C2SCCN2C1=O)c1ccccc1F (centres undefined)	83	7	1	-1
N#Cc1ccccc1N/C=C/C(=O)c1ccc(Cl)cc1	100	1	2	12
CCCCCN1C=CC=C/C1=C\C=C(C#N)C#N	105	5	-1	-7
CCCc1nc2sc3ccccc3c(=O)c2c(=O)n1Cc1ccc(OC)cc1	108	4	1	-21
COc1ccc(-c2nnc(COc3ccc(Br)cc3C)o2)cc1	104	6	-1	-14
COc1ccc(/C=N/n2c(C)nc3sc(C)c(C)c3c2=O)cc1	105	10	-4	-22
Cc1cc2c(cc1C)/C(=N/NC(=O)c1ccccn1)CCC2	109	-2	-1	-2
Cc1ccc(S(=O)(=O)CCSc2ccc(C(F)(F)F)cn2)cc1	108	17	-1	3
COc1cccc(/C=N/NC(=O)C(c2ccncc2)N2CCOCC2)c1 (centres undefined)	98	9	1	-8
Cc1cc(C)nc(NS(=O)(=O)c2ccc(NC(=O)Nc3ccccc3F)cc2)n1	108	-7	-1	-12
CCC(C(=O)Nc1cc(C)cc(C)n1)c1ccccc1 (centres undefined)	106	-1	0	35
Cc1ccccc1C(=O)NCC(=O)c1ccccc1	106	35	1	-18
COCCOC(=O)C1=C(C)NC(=O)NC1c1ccco1 (centres undefined)	113	-1	3	-3
CCOC(=O)c1ccc(N2C(=O)CC(NNC(=O)c3ccc(Br)s3)C2=O)cc1 (centres undefined)	107	36	-3	3
COC(=O)C1(C(C[N+](=O)[O-])c2ccc(C)cc2)C(=O)NCC1c1ccco1 (centres undefined)	113	-6	0	1
Cc1[nH]c2ccccc2c1/C=N/NC(=O)c1cc(C(C)(C)C)[nH]n1	111	14	-1	-2
O=C(O)CC1(CC(=O)Nc2cc3ccccc3cn2)CCCCC1	108	0	-1	18
COc1ccc(OC)c(/C=N/n2c(C)nc3ccccc3c2=O)c1	107	4	-3	-9
Cc1nc2nc(SCc3nc4ccccc4[nH]3)[nH]c2cc1Br	113	-7	-2	5
COc1cc(OC)cc(C(=O)NCCc2ccc(OC)c(OC)c2)c1	102	-5	-1	9
COCCCNC(=O)c1ccc(-c2nc3ccccc3nc2-c2ccccc2)cc1	114	-1	-1	-12
CCC(C)(C)c1nnc(NC(=O)CCC2CCCCC2)s1	113	16	-2	-5
CCCC(=O)NC(=S)Nc1ccc(S(=O)(=O)N2CCc3ccccc32)cc1	109	7	-2	-19
FC(F)(F)c1ccc(Cl)c(NC(=S)N/N=C/c2ccccc2Cl)c1	107	5	-4	1
C/C(=N\NC(=O)CSc1nc(C)cc(C)n1)c1ccc([N+](=O)[O-])cc1	102	10	-1	-6
COc1ccccc1NC1=Nc2cccc3cccc1c23	101	8	5	8
COC(=O)c1ccccc1NC(=O)CN1C(=O)c2ccccc2C1=O	91	5	-1	-7
Cc1cc(C)cc(OCC(=O)O/N=C(\N)Cc2ccc([N+](=O)[O-])cc2)c1	96	-21	-2	1

Given with two lines to a compound: entries from further up
Second line of a record – Pemphigus Ab inh | Arrestin-AP2 inh | NSD2 HMT inh | SUMO Mot1 rescue
CCCC(=O)NC(=S)Nc1ccc(S(=O)(=O)N2CCc3ccccc32)cc1
→ 109 | 7 | -2 | -19
FC(F)(F)c1ccc(Cl)c(NC(=S)N/N=C/c2ccccc2Cl)c1
→ 107 | 5 | -4 | 1
C/C(=N\NC(=O)CSc1nc(C)cc(C)n1)c1ccc([N+](=O)[O-])cc1
→ 102 | 10 | -1 | -6
COc1ccccc1NC1=Nc2cccc3cccc1c23
→ 101 | 8 | 5 | 8
COC(=O)c1ccccc1NC(=O)CN1C(=O)c2ccccc2C1=O
→ 91 | 5 | -1 | -7

Later entries.
SMILES	Pemphigus Ab inh	Arrestin-AP2 inh	NSD2 HMT inh	SUMO Mot1 rescue
CSc1nnc(SCC#N)s1	101	5	1	-5
COc1ccc(S(=O)(=O)NCC(=O)NCCc2ccc(OC)c(OC)c2)cc1	100	39	1	25
COC(=O)c1scc(C)c1NC(=O)CC1NCCNC1=O (centres undefined)	106	6	1	2
C=CCn1c(-c2sc3nc(C)cc(C)c3c2N)n[nH]c1=S	100	3	-1	3
Cc1ccc2c(c1)nnc1nnc(SCC(=O)O)n12	91	-15	-1	-6
C/C(CC(=O)Nc1cccc(C(F)(F)F)c1)=N/NC(=O)C(=O)NCCO	102	-5	-3	-26
CNC(=O)NC(=O)Cn1cnc2sc(-c3ccccc3)cc2c1=O	108	17	-4	16
Cn1nc(C(F)(F)F)cc1-c1ccc(/C=C(\C#N)C(=O)c2cccc(C(F)(F)F)c2)s1	108	-12	-2	8
CCOC(=O)c1c(C)oc2cc(Sc3ccccc3)c(O)c(O)c12	107	5	1	-12
COCCCNC(=O)c1c(N)n(-c2ccccc2)c2nc3ccccc3nc12	102	6	30	-15
COC(=O)c1ccc(COc2ccccc2/C=N/O)o1	111	2	-1	6
CC1(C)CC2CC(C)(CN2/C=N/c2sc3c(c2C#N)CC(C)(C)NC3(C)C)C1 (centres undefined)	105	8	19	-4
CC(=O)c1cnn(-c2ccc(Cl)c(Cl)c2Cl)c1C	109	-2	1	214
CCOc1cc(/C=N/NC(=O)N/N=C/c2ccc(O)c(OCC)c2)ccc1O	106	6	2	7
COC(=O)c1c(C)nc(C)c(C(=O)OC)c1-c1ccsc1	101	-4	-1	1
N/C(=N\OC(=O)/C=C/c1ccccc1Cl)c1cccnc1	107	9	-2	-14

The list is partial; the hit share may differ from the screen's.
